# Screening data deposited in PubChem by several laboratories.
# Yeast superoxide: lowers age-related superoxide in aged yeast cells; S. cerevisiae aged cells, superoxide DHE fluorescence; active compounds read low; superoxide response (% of plate mean), % at 10 µM; 0.18% of 330,000 active; AID 2690;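 active means superoxide response under a set limit, about three screen SD below normal, cut at about 65% in these data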;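 further: yeast aged for seven days with compound at 30 °C before DHE staining; 100% = average MFI of all compound-treated wells on the plate with controls excluded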
# EBNA-1 inh: blocks EBNA-1 binding to DNA; EBNA-1 DNA binding, fluorescence polarization; inhibition, % at 14.8 µM; 0.34% of 300,000 active; AID 1950; in the data active means inhibition above about 28%
# CTSL1 counter: cathepsin L1 inhibition, PFM18AAP counter-screen. recombinant F. hepatica cathepsin L1, Z-Leu-Arg-MCA fluorescence. inhibition, % at 5.96 µM. 0.49% of 300,000 active. AID 1906;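 active means inhibition above the mean of all tested compounds plus 3 SD, set per screening campaign, cut at about 17% in these data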;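 further: 0% = plate median of test compound wells and 100% = 1 µM Z-Phe-Ala-diazomethylketone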
# ZTA DNA inh: ZTA (EBV) inhibition in EBNA-1 counter-screen; P03206; ZTA-DNA binding, fluorescence polarization; inhibition, % at 11 µM; 0.15% of 320,000 active; in the data active means inhibition above about 33%
# Target sequence (P03206 whole entry, looked up): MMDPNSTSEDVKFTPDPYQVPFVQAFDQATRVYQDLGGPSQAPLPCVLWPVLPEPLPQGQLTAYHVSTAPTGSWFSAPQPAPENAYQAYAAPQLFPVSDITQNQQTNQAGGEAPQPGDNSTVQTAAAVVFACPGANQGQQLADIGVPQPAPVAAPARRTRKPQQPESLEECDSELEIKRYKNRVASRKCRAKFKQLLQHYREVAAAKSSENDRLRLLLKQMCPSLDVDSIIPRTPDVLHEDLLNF
# core dimer inh: HCV core protein dimerization inhibition. TR-FRET GST/Flag-core106 dimerization, 1536-well. inhibition, % at 5 µM. 0.33% of 300,000 active. AID 1899;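 active means inhibition above the mean of all tested compounds plus 3 SD, set per screening campaign, cut at about 45% in these data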
#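 System – GST-tagged and Flag-tagged HCV core protein residues 1-106 · Repeats – one well for each compound · Technique – TR-FRET 671 and 617 nm emission · Doses – one concentration, 5 µM, in 0.5% DMSO · Times – 4 h, 22.5 °C incubation · Also added – Eu donor and XL665 acceptor anti-tag antibodies · Measure – percent inhibition of core106 dimerization signal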
# GASC-1 inh: blocks human GASC-1 demethylase activity | Q9H3R0 | 0.069% of 330,000 active | GST-JMJD2C(1-420) H3K9me3 demethylation, DELFIA europium | inhibition, % at 2.35 µM;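 active means more than half of a compound's replicate wells show inhibition beyond 50%, single wells judged on their own value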;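 further: signal counts dimethyl H3K9 product captured on neutravidin plate; 0% = median of DMSO wells and 100% = 0.3 times that DMSO median; strong numbers were not always called active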
# TPT1 inhibitor: blocks Candida albicans tRNA 2'-phosphotransferase; AID 1962; 0.81% of 300,000 active; inhibition, % at 5 µM; recombinant caTPT1, FP RNA substrate dephosphorylation;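 active means inhibition above the mean of all tested compounds plus 3 SD, set per screening campaign, cut at about 24% in these data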;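 further: plate controls were DMSO alone for no effect and ferristatin control at 100 nM for full effect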
# PP5 inh: inhibitors of human protein phosphatase 5 (PP5). P53041. purified PP5c, OMFP substrate fluorescence. inhibition, % at 6.7 µM. 0.18% of 320,000 active. AID 1987;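 active means inhibition above the campaign's mean inhibition across all tested compounds plus 3 SD, cut at about 9.5% in these data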;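 further: 0% = DMSO only and 100% = 100 µM cantharidin control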
# Target sequence (P53041 whole entry, looked up): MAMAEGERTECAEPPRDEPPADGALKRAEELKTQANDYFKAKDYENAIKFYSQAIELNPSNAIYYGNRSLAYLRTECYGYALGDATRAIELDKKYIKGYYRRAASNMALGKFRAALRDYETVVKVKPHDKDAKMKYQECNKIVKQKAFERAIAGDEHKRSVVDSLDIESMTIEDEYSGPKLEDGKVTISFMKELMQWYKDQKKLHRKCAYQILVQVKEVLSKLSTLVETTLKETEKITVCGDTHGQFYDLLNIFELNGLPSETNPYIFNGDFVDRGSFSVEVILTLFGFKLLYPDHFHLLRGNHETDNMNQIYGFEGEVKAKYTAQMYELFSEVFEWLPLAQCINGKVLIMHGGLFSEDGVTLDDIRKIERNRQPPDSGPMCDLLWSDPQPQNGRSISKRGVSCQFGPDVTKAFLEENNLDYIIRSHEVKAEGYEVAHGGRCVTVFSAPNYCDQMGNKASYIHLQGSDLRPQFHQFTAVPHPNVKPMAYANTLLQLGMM
# PP1 counter: counter-screen for PP5 inhibitors: inhibitors of human PP1-alpha | P62136 | purified PP1alpha, OMFP fluorescence | inhibition, % at 6.7 µM | 0.9% of 320,000 active;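 active means inhibition above the mean inhibition of all tested compounds plus 3 SD, computed separately for each screening campaign, cut at about 15% in these data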
# Target sequence (P62136 whole entry, looked up): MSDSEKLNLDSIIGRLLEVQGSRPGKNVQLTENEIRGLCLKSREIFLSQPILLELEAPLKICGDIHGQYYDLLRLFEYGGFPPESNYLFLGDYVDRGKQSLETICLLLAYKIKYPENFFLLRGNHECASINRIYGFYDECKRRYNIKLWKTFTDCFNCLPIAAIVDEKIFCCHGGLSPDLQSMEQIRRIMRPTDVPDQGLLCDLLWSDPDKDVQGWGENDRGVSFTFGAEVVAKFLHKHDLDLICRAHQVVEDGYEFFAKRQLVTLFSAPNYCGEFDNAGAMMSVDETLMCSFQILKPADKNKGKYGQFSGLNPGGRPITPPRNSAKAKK
# The depositor's hits bear a star; / = no result given. Random draw from the library, and some 3.1% of all compounds hit somewhere here.
1) CC(=O)c1cccc(NC(=O)Nc2cc3sccc3n2C)c1
2) COc1ccc(CNC(=O)CCCn2c(SCC#N)nc3cc4c(cc3c2=O)OCO4)cc1
3) CC1=C(C(=O)Nc2cccc(C)c2C)C(c2cccs2)NC(=S)N1 (centres undefined)
4) CCc1nnc(NC(=O)c2cc(S(=O)(=O)N(C)c3ccc(OC)cc3)ccc2Cl)s1
5) CN(C1CCCCC1)S(=O)(=O)c1ccc(C(=O)O)cc1
6) CCCCCc1nnc(NC(=O)Cc2cccs2)s1
7) CCCCn1c(N)c(N(CCOC)C(=O)COC(=O)CSc2cc(C)c3ccccc3n2)c(=O)[nH]c1=O
8) COc1ccc(CCNC(=O)CNCC(c2ccccc2)N(C)C)cc1OC (centres undefined)
9) COc1ccc(COC(=O)N/N=C/c2cccs2)cc1
10) S=C(NCC1CCCO1)Nc1ccc(Nc2ccccc2)cc1 (centres undefined)
Compound	1	2	3	4	5	6	7	8	9	10
Yeast superoxide	96	108	95	102	116	92	99	109	100	89
EBNA-1 inh	2	18	0	4	-6	-3	3	-10	4	-9
CTSL1 counter	2	-1	-2	0	-3	-14	0	3	-2	-1
ZTA DNA inh	-18	14	-11	5	1	-19	13	-2	9	-8
core dimer inh	51*	-2	-3	2	-2	71*	2	0	7	-6
GASC-1 inh	17	-24	-9	9	-1	-2	8	2	2	8
TPT1 inhibitor	3	3	-3	2	0	-3	0	2	0	-1
PP5 inh	0.9	0.5	1.4	0.3	-2.0	3.0	-1.4	3.0	-1.0	3.6
PP1 counter	15	-2	0	-1	-4	0	-4	0	-2	6

11) O=C1NC(=S)N/C1=C/C=C/c1ccccc1
12) CC(=O)Nc1nc2c(s1)CCc1ccccc1-2
13) CCN(CC)S(=O)(=O)c1ccc(N2CCOCC2)c(NC(=O)CC23CC4CC(CC(Br)(C4)C2)C3)c1
14) C#CCNC(=O)C1=C[C@H](c2csc3ccccc23)[C@@H](CCCO)[C@H](OCC)O1
15) CN(CCCC(=O)Nc1ccccc1F)S(=O)(=O)c1ccc(F)cc1
16) COc1cc2cc(C(=O)O)n(C)c2c(OC)c1OC
17) COc1ccc(CNCCC(c2ccc(OC(C)C)cc2)C(C)C)cc1OC (centres undefined)
18) COc1cccc2cc(CC(=O)c3cc(C)ccc3C)c(=O)oc12
19) Cc1ccc(NC(=O)Cc2nnc(SCC(=O)Nc3ccccc3)n2C)cc1
20) OCCCc1nc2n(n1)C(c1cccs1)C=C(c1ccc(Br)cc1)N2 (centres undefined)
Compound	11	12	13	14	15	16	17	18	19	20
Yeast superoxide	86	104	97	97	123	110	122	98	88	123
EBNA-1 inh	7	-13	5	4	8	6	13	-5	10	-5
CTSL1 counter	1	-3	0	-1	-1	-2	1	1	-3	0
ZTA DNA inh	8	-33	0	2	-4	6	8	0	6	2
core dimer inh	-10	-3	4	0	11	-10	-6	16	-4	3
GASC-1 inh	1	-1	-18	-5	-1	-3	3	-4	12	7
TPT1 inhibitor	0	-3	-1	1	-2	-7	0	-2	2	-58
PP5 inh	0.6	3.1	5.3	3.0	-0.1	-0.4	0.8	0.4	1.3	-11
PP1 counter	0	1	4	-1	-3	0	0	0	0	-15

21) Cc1nc2sccc2c(=O)n1N
22) COc1ccc(C)cc1NC(=O)C1CCN(C(=O)c2ccc(C(C)(C)C)cc2)CC1
23) CC1(C)SC(=Nc2ccccc2)N(S(=O)(=O)c2ccccc2)C1=O
24) COCc1cc(C)nc(N/N=C/c2ccc(Cl)c(Cl)c2)c1C#N
25) Nc1nnc(Sc2ncccc2[N+](=O)[O-])s1
26) COc1ccc(Nc2nc3[nH]c(=O)cc(O)c3s2)cc1
27) O=C(Nc1ccc(-c2cn3ccsc3n2)cc1)C1CC1
28) CCCCCCSc1ccc(-c2nc3ccc(C)cn3c2NCc2ccccc2)cc1OC
29) CCOC(=O)CSc1nc2cc(S(=O)(=O)N3CCOCC3)ccc2n1CC
30) COc1ccccc1C(=O)Nc1ccc(S(=O)(=O)Nc2cc(C)nc(C)n2)cc1
Compound	21	22	23	24	25	26	27	28	29	30
Yeast superoxide	98	93	100	85	138	103	104	/	93	95
EBNA-1 inh	2	-17	5	3	5	-21	-9	6	-3	2
CTSL1 counter	-1	2	-3	2	1	-4	-1	-2	-1	-1
ZTA DNA inh	10	8	16	2	6	-7	9	-1	10	7
core dimer inh	2	5	8	11	0	18	-3	-8	-3	3
GASC-1 inh	-12	-6	20	-12	11	-18	14	-3	5	-26
TPT1 inhibitor	2	-1	-2	-2	-2	16	1	-4	-3	5
PP5 inh	-5.1	3.6	-2.8	-0.5	0.7	-0.4	3.8	3.0	-2.7	-1.8
PP1 counter	-3	1	-6	-1	-2	-12	0	13	-3	3

# 6 structures already listed, sorted by number of heavy atoms, low to high:
25) Nc1nnc(Sc2ncccc2[N+](=O)[O-])s1
12) CC(=O)Nc1nc2c(s1)CCc1ccccc1-2
24) COCc1cc(C)nc(N/N=C/c2ccc(Cl)c(Cl)c2)c1C#N
23) CC1(C)SC(=Nc2ccccc2)N(S(=O)(=O)c2ccccc2)C1=O
14) C#CCNC(=O)C1=C[C@H](c2csc3ccccc23)[C@@H](CCCO)[C@H](OCC)O1
2) COc1ccc(CNC(=O)CCCn2c(SCC#N)nc3cc4c(cc3c2=O)OCO4)cc1
Compound	25	12	24	23	14	2
Yeast superoxide	138	104	85	100	97	108
EBNA-1 inh	5	-13	3	5	4	18
CTSL1 counter	1	-3	2	-3	-1	-1
ZTA DNA inh	6	-33	2	16	2	14
core dimer inh	0	-3	11	8	0	-2
GASC-1 inh	11	-1	-12	20	-5	-24
TPT1 inhibitor	-2	-3	-2	-2	1	3
PP5 inh	0.7	3.1	-0.5	-2.8	3.0	0.5
PP1 counter	-2	1	-1	-6	-1	-2

# Continuation.
31) CC1(C)CC(=O)C(N=Nc2cccc([N+](=O)[O-])c2)=C(O)C1
32) CSC1=C(C#N)C(C)C2=C(CC(C)(C)CC2=O)N1 (centres undefined)
33) N#Cc1c(/N=C/c2ccc(-c3ccc(C(=O)O)c(Cl)c3)o2)sc2c1CCCC2
34) Cc1ccc2c(c1)c(C)c(C)n2CC(O)Cn1nc(C)c(Br)c1C (centres undefined)
35) COc1ccc(-c2c(C)nn3c(N4CCC(C(=O)NCCN(C)C)CC4)cc(C)nc23)cc1OC
36) COc1ccc(N=Cc2c(O)c3ccccc3oc2=O)cc1
37) O=C(O)CCSc1nc2ccccc2c(=O)[nH]1
38) Fc1ccc(-c2cc(C(F)(F)F)nc(-n3cc(Cl)cn3)n2)cc1
39) CCN(CCCCCCN)c1ccc2c(=O)[nH][nH]c(=O)c2c1
40) Cc1nc(N2CCOCC2)c(C#N)c2c1COC(C)(C)C2
Compound	31	32	33	34	35	36	37	38	39	40
Yeast superoxide	113	96	89	80	99	104	106	99	92	116
EBNA-1 inh	-10	3	/	-4	5	-8	8	-4	-8	-5
CTSL1 counter	1	-1	/	0	4	-1	-6	4	1	2
ZTA DNA inh	8	-7	-4	6	4	-7	-6	-5	-14	2
core dimer inh	-2	0	/	-5	-3	5	-3	-6	-8	-4
GASC-1 inh	-8	1	1	7	-2	9	4	-1	5	2
TPT1 inhibitor	1	-5	/	1	1	7	0	-2	0	-1
PP5 inh	3.7	1.1	0.1	2.2	-1.6	4.2	-0.7	0.4	2.3	1.0
PP1 counter	-4	-1	1	-2	-2	-5	-3	1	2	-5

41) Cn1c(C(=O)NC2CCCCC2)cc2sccc21
42) O=C(Nc1cccc(S(=O)(=O)N2CCOCC2)c1)C1CCCC1
43) CC1CC(=O)NN=C1c1ccc(N(C)C)c([N+](=O)[O-])c1 (centres undefined)
44) COc1ccc(NC(=O)N2CC(C)OC(C)C2)cc1OC (centres undefined)
45) O=C(Nc1nc(-c2ccccn2)cs1)c1ccc(F)c(S(=O)(=O)N2CCOCC2)c1
46) COc1cc(OC)cc(/C(N)=N/O)c1
47) O=C(COC(=O)[C@@H]1CCCN1S(=O)(=O)c1ccc(Cl)cc1)NC1CCS(=O)(=O)C1 (some centres undefined)
48) Clc1ccc(Sc2cc(Cl)c(-c3ccccc3)nn2)cc1
49) C=CCNC(=O)/C(C#N)=C/c1cn(-c2ccccc2)nc1-c1ccc(OC)c([N+](=O)[O-])c1
50) Cc1ccccc1COc1ccc(-c2nn[nH]n2)cc1
Compound	41	42	43	44	45	46	47	48	49	50
Yeast superoxide	84	93	105	86	100	92	103	88	84	93
EBNA-1 inh	1	/	9	8	/	5	-14	6	-10	4
CTSL1 counter	-2	/	0	0	/	0	-10	3	1	0
ZTA DNA inh	-2	-3	-21	-4	-16	9	-11	14	5	11
core dimer inh	2	/	-4	-4	/	0	-2	22	10	3
GASC-1 inh	-10	8	-1	4	0	-3	5	-19	-8	7
TPT1 inhibitor	-3	/	-1	-3	/	-3	0	-2	2	0
PP5 inh	2.2	-0.8	2.4	2.8	6.8	-0.6	-0.8	2.8	-1.2	2.2
PP1 counter	1	-4	0	-1	30*	-4	-12	4	2	2

51) COc1ccc(C(=O)c2c(C)oc3ccc(O)c(CN4CCOCC4)c23)cc1
52) COc1ccc(OCC(=O)Nc2ccc3c(c2)nc(CCN2CCCC2)n3C)cc1
53) CCc1noc(C)c1C(=O)N(C)CC(=O)Nc1ccc(Cl)c(Cl)c1
54) C=CCSC1=NN2CCS(=O)(=O)N=C2S1
55) COc1ccc(CN2C(=O)[C@H]3Cc4c([nH]c5ccccc45)C(C)(C)N3C2=O)cc1
56) Cc1ccc(SCCNC(=O)CN2C(=O)c3ccccc3S2(=O)=O)cc1
57) CCOC(=O)c1cnn(-c2c(Cc3ccccc3)c(C)nc3c(-c4ccccc4)c(C)nn23)c1N
58) NC(=O)c1cc(S(=O)(=O)N2CCN(c3ccc([N+](=O)[O-])cc3)CC2)cs1
59) NNC(=O)C(=O)NCCCN1CCOCC1
60) O=C(Nc1ccccc1)c1cc(S(=O)(=O)N2CCCCC2)ccc1N1CCOCC1
Compound	51	52	53	54	55	56	57	58	59	60
Yeast superoxide	96	118	99	105	92	106	122	119	100	95
EBNA-1 inh	-6	13	1	0	-5	-1	-17	-3	9	/
CTSL1 counter	0	0	-3	0	0	-1	-5	7	5	/
ZTA DNA inh	11	16	-2	2	5	18	-1	-12	8	0
core dimer inh	-2	3	-10	0	1	-5	6	4	1	/
GASC-1 inh	8	2	0	4	10	-1	13	-2	1	/
TPT1 inhibitor	0	-1	3	1	0	-2	-3	-3	-2	/
PP5 inh	2.5	0.9	2.1	-3.4	4.1	1.9	3.9	-0.1	-1.5	3.3
PP1 counter	0	-3	-4	-5	1	2	-4	0	1	-1

61) O=C1c2cccnc2Nc2ccccc2N1CCCF
62) COc1cccc(C(=O)Nc2ccc(S(=O)(=O)Nc3cc(C)nc(C)n3)cc2)c1
63) COc1ccc(N(C(=O)c2ccc(Br)o2)C2C=CS(=O)(=O)C2)cc1 (centres undefined)
64) COc1ccc(C(C(=O)NC(C)(C)C)N(Cc2ccccc2)C(=O)CCC(=O)Nc2cc(C)on2)cc1 (centres undefined)
Compound	61	62	63	64
Yeast superoxide	89	105	96	103
EBNA-1 inh	0	7	7	-9
CTSL1 counter	-3	-1	-2	-1
ZTA DNA inh	-7	6	4	9
core dimer inh	-5	-1	-4	6
GASC-1 inh	-1	-5	4	-1
TPT1 inhibitor	0	-2	0	2
PP5 inh	1.3	0.6	-0.1	-0.6
PP1 counter	-1	-2	-1	1
